RGS4 inhibitor: blocks human RGS4-accelerated GTP hydrolysis. P49798. Transcreener GDP fluorescence polarization, RGS4-accelerated GTP hydrolysis. Potency, µM (series often up to 114 µM), without a hit: top-dose activity change, negative = inhibition, most hits filed as inhibitors. 0.039% of 390,000 active; also: potency is read from the fitted curve at half-maximal effect; % is scaled to controls: 0 for no effect and ±100 for the full control effect; nearly all actives have a fitted effect of over 75% in size; some results filed as inactive show a strong effect at the top dose
Target sequence (P49798 whole entry, looked up): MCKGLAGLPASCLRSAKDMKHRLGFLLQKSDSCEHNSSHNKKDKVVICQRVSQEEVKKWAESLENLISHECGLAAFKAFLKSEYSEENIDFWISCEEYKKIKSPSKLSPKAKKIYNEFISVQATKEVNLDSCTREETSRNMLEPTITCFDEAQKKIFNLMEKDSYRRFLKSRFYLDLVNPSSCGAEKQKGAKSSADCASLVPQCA
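MLSMR compounds (23 nl, pin-transferred) preincubated 10 min at room temperature with a 500nM (2x) first reagent, then RGS4 at 900nM (2x) plus Transcreener GDP mix added; fluorescence polarization (620/688 nm) read before and after 90 min at 30 °C.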
PI4K2A block: inhibitors of human PI4K2A; Q9BTU6; purified PI4K2A, ADP-Glo luminescence, 1 h; active compounds read low; activity change, negative = inhibition, % at 76.9 µM; 0.13% of 420,000 active; AID 1346378; in the data active = activity change below about -50%; inconclusive = mostly about -30% to -49%;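 also: -100% = wells without enzyme as full effect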
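PI4K2A activity was measured by ADP-Glo luminescence: enzyme (4 ug/mL stock) and phosphatidylinositol (1.2 mM stock) in Tris pH 7.5/MgCl2/EGTA/Triton X-100 buffer were reacted with ATP (300 microM stock) for one hour at ambient temperature.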
G9a inh: G9a (human) methyltransferase inhibition | AID 504332 | Potency, µM (doses to about 102 µM), for the others: top-dose activity, negative = inhibition, hits mostly inhibitors | Q96KQ7 | 8.8% of 350,000 active | G9a H3K9 monomethylation, AlphaScreen, 2 h; also: potency is read from the fitted curve at half-maximal effect; % is scaled to controls: 0 for no effect and ±100 for the full control effect; nearly all actives have a fitted effect of over 75% in size
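AlphaScreen read-out: biotin-H3K9 peptide (500 nM) methylation by 20 nM enzyme with 20 uM SAM, 2 h at room temperature after 15 min compound preincubation; anti-monomethyl H3K9 antibody plus donor/acceptor beads, 10 min dark.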
HP1b chromo inh: HP1-beta chromodomain-methylated histone interaction inhibition | P83916 | Potency, µM (top dose mostly 114 µM), without a hit: top-dose activity change, negative = inhibition, usual class: inhibitors | 0.56% of 390,000 active | AlphaScreen HP1-beta / biotin-H3K9me3 peptide binding | AID 540317; also: potency is read from the fitted curve at half-maximal effect; nearly all actives have a fitted effect of over 70% in size; inactives centre near 23
Target sequence (P83916 whole entry, looked up): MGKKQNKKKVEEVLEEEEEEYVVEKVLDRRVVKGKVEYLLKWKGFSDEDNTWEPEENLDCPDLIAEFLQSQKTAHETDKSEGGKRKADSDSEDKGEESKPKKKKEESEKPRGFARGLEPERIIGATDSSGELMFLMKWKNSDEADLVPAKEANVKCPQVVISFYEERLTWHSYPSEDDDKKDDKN
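HP1-beta protein (50 nM final) preincubated 30 min at room temperature with biotinylated H3(1-18)K9me3 peptide (50 nM) in PBS pH 7.4, 0.01% Tween-20, then compound added for 30 min. AlphaScreen streptavidin donor/nickel chelate acceptor beads (10 ug/mL final), 30 min dark, luminescence read.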
ALOX12 inh: inhibitors of human 12S-lipoxygenase ALOX12. purified 12hLO, xylenol orange hydroperoxide absorbance. 1.1% of 580,000 active. AID 1671190. Potency, µM (top dose mostly 108 µM), inactives show top-dose activity change, negative = inhibition, actives largely listed as inhibitors; also: potency is read from the fitted curve at half-maximal effect; % is scaled to controls: 0 for no effect and ±100 for the full control effect
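Hydroperoxide product was detected by ferrous iron/xylenol orange as the 573 to 405 nm absorbance ratio. Arachidonic acid at 40 uM (final) was turned over for 30 min at room temperature by 150 nM human 12hLO, pH 7.0 Hepes buffer, after 15 min compound preincubation.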
GLS inhibitor: inhibitors of human glutaminase (GLS) | GLS enzymatic activity, qHTS titration | Potency, µM (titrated, usually from 45.5 µM), for the others: top-dose activity change, negative = inhibition, usual class: inhibitors | 0.21% of 410,000 active | AID 624170; also: potency is read from the fitted curve at half-maximal effect; % is scaled to controls: 0 for no effect and ±100 for the full control effect
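hKGA in 45 mM KH2PO4 (pH 8.2), 0.02% Tween-20 with compound, then 1mM L-Glutamine (stock as added) plus glutamate oxidase/HRP/Amplex red coupling mix. Fluorescence read initially and after 30 min at RT; signal change reflects glutamate formation.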
BAZ2B block: inhibitors of human BAZ2B bromodomain | Q9UIF8 | AlphaScreen BAZ2B-H3K14Ac peptide displacement | Potency, µM (top dose mostly 114 µM), inactives show at the top dose activity change, negative = inhibition, most hits filed as inhibitors | 4.4% of 360,000 active | AID 504333; also: potency is read from the fitted curve at half-maximal effect; % is scaled to controls: 0 for no effect and ±100 for the full control effect; nearly all actives have a fitted effect of over 60% in size
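AlphaScreen displacement: compounds (up to 110uM) incubated 30 min at room temperature with a preformed 50 nM BAZ2B/50 nM biotinylated H3K14Ac peptide complex in PBS pH 7.4 with Tween-20. Donor and acceptor beads at 10 ug/mL final added, 20 min light-protected before reading.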
JMJD2A Tudor: JMJD2A Tudor domain (human) inhibition | O75164 | AlphaScreen JMJD2A-Tudor / H3K4me3 peptide binding | Potency, µM (highest dose often 114 µM), inactives show top-dose activity change, negative = inhibition, hits mostly inhibitors | 4.4% of 390,000 active | AID 504339; also: potency is read from the fitted curve at half-maximal effect; % is scaled to controls: 0 for no effect and ±100 for the full control effect; nearly all actives have a fitted effect of over 50% in size
ERG Ets-DNA blk: blocks human ERG Ets domain binding to DNA; P11308; Potency, µM (series often up to 76.9 µM), inactives show at the highest dose FP activity, negative = inhibition, usual class: inhibitors; 0.028% of 370,000 active; fluorescence polarization, His-ERG Ets domain / labelled DNA; active = well fitted inhibition curve with a large enough effect in the polarisation, with a control signal flat; inconclusive = small, poorly fitted or top-dose-only effect, or effect the other way, or a change in a side signal; inactive = no such curve, though single readings can be large or run the other way; the % refers to the polarisation;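 also: polarization taken with two DNA probes labelled with fluorescein and Texas red; potency is read from the fitted curve at half-maximal effect; % of control where 0% means no effect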
Target sequence (P11308 whole entry, looked up, the tested form may be a part): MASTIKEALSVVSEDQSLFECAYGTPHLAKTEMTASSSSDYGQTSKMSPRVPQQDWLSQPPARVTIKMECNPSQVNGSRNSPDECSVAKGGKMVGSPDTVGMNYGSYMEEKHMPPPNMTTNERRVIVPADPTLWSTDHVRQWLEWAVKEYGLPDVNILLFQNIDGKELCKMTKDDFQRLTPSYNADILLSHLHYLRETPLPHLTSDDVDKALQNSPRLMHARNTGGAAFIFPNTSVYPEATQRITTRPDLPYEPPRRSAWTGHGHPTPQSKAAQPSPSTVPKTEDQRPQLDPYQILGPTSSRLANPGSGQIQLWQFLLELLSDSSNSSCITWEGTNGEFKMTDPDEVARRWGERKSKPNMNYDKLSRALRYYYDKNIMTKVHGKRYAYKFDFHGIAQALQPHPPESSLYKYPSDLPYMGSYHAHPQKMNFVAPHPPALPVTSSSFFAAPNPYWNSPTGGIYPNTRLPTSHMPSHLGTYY
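His-tagged ERG Ets domain (1 uM in the protein solution; 300mM KCl, 50mM Tris-HCl, 1mM EDTA, 1mM DTT, pH 7.5) received compound, then a probe mix of 5 nM fluorescein-DNA and 100nM Texas-615-DNA. Fluorescence polarization was read for both dyes.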
* = called active by the depositor; ? = inconclusive; / = no result given; & = joins results of further samples; [ ] = another dose, or the depositor's remark. Unless noted, calls follow the shape of the dose curve; as a rule, active = well fitted curve in the direction sought with a large enough effect; inconclusive = small, poorly fitted or top-dose-only effect, or another doubt; inactive = no such curve, though single readings can be large; an effect the other way counts as inactive or inconclusive.

SMILES	RGS4 inhibitor	PI4K2A block	G9a inh	HP1b chromo inh	ALOX12 inh	GLS inhibitor	BAZ2B block	JMJD2A Tudor	ERG Ets-DNA blk
Cc1ccc(-n2nnnc2C(=Cc2ccc(N(C)C)cc2)c2nnnn2-c2ccc(C)cc2)cc1	-29%	1	-19%[59 µM]	?	18%	1%	-1%	-34%	/
O=C(c1ccc(Br)cc1)c1sc(N2CCOCC2)nc1-c1ccccc1	-3%	0	4%	86%[activator]	3%	-8%	3%	24%	-1%
COc1ccc2oc(=O)cc(CN(C)Cc3ccccc3)c2c1	0%	2	75%[activator]	50%[activator]	1%&-41%	0%	9%	19%	-3%
Cc1cc2nn(-c3ccc(F)cc3)nc2cc1NC(=O)c1cccc([N+](=O)[O-])c1C	3%	-7	2%[59 µM]	34%	-15%	2%	-14%	0%	-3%
NS(=O)(=O)c1ccc(CCNC(=O)CSc2nc3ccccc3c(=O)n2CCC(=O)N2CCCCC2)cc1	12%	5	-31%	23%	12%	-2%	-3%	-16%	3%
CCN(C(=O)Cn1c(SCC(=O)Nc2ccc(OC)cc2)nc2ccccc21)c1cccc(C)c1	9%	-3	-2%[59 µM]	24%	?	9%	-20%	-14%	7%
CCCC(=O)Nc1nnc(-c2ccc(Cl)s2)o1	-14%	-1	-10%	61%[activator]	-17%	-1%	?	-28%	1%
COc1ccc(N(C)S(=O)(=O)c2ccc3c(c2)CCN3C(=O)CCC(=O)O)cc1	6%	1	10%[59 µM]	9%	-4%	38%[activator]	-6%	-16%	7%
O=C(CCN1C(=O)c2ccc(Br)cc2C1=O)NC1CCCCC1	-10%	-1	/	14%	?	3%	-20%	-29%	-14%
CCCC(=O)c1c[nH]c(C(=O)NCc2ccco2)c1	-19%	7	6%[12.7 µM]	16%	0%	3%	-8%	-3%	10%
O=S(=O)(c1ccccc1)c1nc(-c2ccco2)oc1NCc1cccnc1	0%	-4	?	20%	-2%	0%	-14%	-31%	-5%
CSCc1ccc(C(=O)Nc2cccc(C)c2C)cc1	-15%	-3	30%[activator][59 µM]	0%	9%	4%	-6%	-18%	0%
O=C(NN=Cc1c(O)ccc2ccccc12)C1CC1	-9%	6	/	22%	-22%	34%	/	-12%	0%
CCOC(=O)Cn1c(=O)n(CC2CCCO2)c2nc(-c3ccc(OC)cc3OC)nc(C(N)=O)c21 (stereo not drawn)	0%	-5	0%[59 µM]	28%[57 µM]	0%	5%	4%	-2%	2%
C=CCOc1ccc(CNn2c(C)n[nH]c2=S)cc1OC	-25%	1	/	49%[activator]	-29%	5%	0%	20µM*	0%
O=C(Cn1c(=O)oc2cc(S(=O)(=O)N3CCCC3)ccc21)N1CCc2ccccc2C1	2%	-1	-8%	41%[activator]	2%[57.4 µM]	-2%	12%	-16%	1%
O=C(NC(=O)c1ccc(F)cc1F)Nc1ccc(Cl)cc1	-15%	1	45µM*	43%[activator]	5%	6%	-10%	-13%	2%
O=C(Oc1nsnc1N1CCOCC1)N1CCCC1	7%	-1	/	24%	0%	-1%	/	-5%	3%
CCOc1ncccc1C(=O)OCC(=O)c1cc(C)n(Cc2ccco2)c1C	-4%	-1	?	-3%	0%	1%	50µM*	?	4%
COc1ccc(OC)c(N(CC(=O)Nc2cccnc2)S(=O)(=O)c2ccc(C)cc2)c1	-8%	1	?	20%	0%	-5%	-5%	-17%	/
CC1CC(C)CN(C(C)C(=O)Nc2cc(S(=O)(=O)N3CCCCC3)ccc2Cl)C1 (stereo not drawn)	3%	-13	/	6%	15%	?	/	-15%	9%
COc1ccc(NC(=O)Nc2cccc3ccccc23)cc1OC	-8%	-3	-1%	12%	-14%	3%	-14%	-15%	0%
O=C(Nc1ccccc1Cl)C1CCN(S(=O)(=O)c2cccc3nonc23)CC1	12%	-1	44%	5%	0%	-3%	5%	-11%	3%
CCN(CC)C(=O)c1cn(CCC#N)nc1-c1ccc2ccccc2c1	-22%	1	28%	48%[activator]	1%	-10%	11%	0%	0%
COc1ccc(CCNC(=O)c2ccc(OCc3c(C)noc3C)c(OC)c2)cc1	-7%	1	/	17%	-1%	21%	/	-14%	-11%
O=C(NCc1cccc(F)c1)c1ccc2nc(N3CCCCC3)sc2c1	21%	1	5%[59 µM]	16%	-2%	-4%	2%	-11%	7%
CC1(C)C(=O)Nc2ccccc2N1C(=O)COC(=O)Cc1c(F)cccc1Cl	8%	-11	9%[0.501 µM]	-4%	?	0%	-2%	-29%	3%
Cc1noc(C)c1C(=O)OCC(=O)NCc1ccccc1	-2%	-1	-2%	-7%	-20%	-4%	9%	-15%	-5%
Cc1ccc(S(=O)(=O)N2CCCCC2)cc1NC(=O)COC(=O)CNC(=O)c1cc(Cl)cc([N+](=O)[O-])c1	-4%	0	6%[59 µM]	5%	-18%	7%	-30%	-19%	-2%
O=C(Nc1ccc(Oc2ccccc2)cc1)C1CCN(S(=O)(=O)c2ccccc2)CC1	-12%	0	?	13%	2%	3%	-3%	-19%	3%
COC(=O)c1ccc(C(c2c(C)n(C)n(-c3ccccc3)c2=O)c2c(C)n(C)n(-c3ccccc3)c2=O)cc1	-7%	-5	17%[0.501 µM]	41%[activator]	?	-2%	-2%	1%	5%
CCCC(=O)c1cc2c(cc1NC(=O)c1cccs1)OCCO2	-8%	0	-16%[59 µM]	67%[activator]	1%&-11%	12%	-3%	10%	3%
COCCn1nc2cc(C(=O)NCc3cc(C(F)(F)F)cc(C(F)(F)F)c3)ccc2c1OC	-7%	-5	5%[2.33 µM]	43%[activator]	?	3%	-3%[57.1 µM]	-5%	5%
S=C(c1ccc(OCc2ccccc2)cc1)N1CCCC1	-22%	-6	15%	32%	0%	-5%	-34%	-1%	4%
Cc1ccc(N2C(=O)N(CC(=O)c3cc(C)ccc3C)C(=O)C2C)cc1 (stereo not drawn)	21%	10	44%[59 µM]	35%[activator]	-9%	5%	6%	-12%	/
COC(=O)c1c(NC(=O)c2ccco2)sc(C(=O)N2CCCC2)c1C	-6%	0	9%[59 µM]	27%	13%	-4%	/	-9%	/
CCCCn1c(/N=C/c2ccc(N(C)C)cc2)nc2ccccc21	-20%	-1	?	-8%	0%	6%	?	?	9%
CC(=O)Nc1cccc(Oc2cc(C#N)c(C#N)cc2N2CCCCCC2)c1	13%	0	6%[12.7 µM]	63%[activator]	18%	-2%	3%	-7%	7%
O=C(Nc1ccc(OC(F)(F)F)cc1)c1cnc2n(c1=O)CCS2	16%	-6	?	25%	25%	-1%	-4%	-23%	-9%
COc1cc(NC(=O)c2cccs2)c(C(=O)OCC(=O)NCc2ccco2)cc1OC	-46%	-11	-45%[12.7 µM]	15%	-13%	-8%	-7%	-22%	-11%
COc1ccc(NC(=O)c2c(N)c(C(=O)c3ccc(OC)cc3)n3ccccc23)cc1	-12%	-3	-3%[59 µM]	14%	?	-3%	-2%	-21%	2%
COc1ccc(CCNC(=O)C(=O)Nc2ccc(C)c(C)c2)cc1OC	6%	1	-1%[59 µM]	10%	-22%	11%	-11%	-11%	-11%
O=C(CSc1nc(-c2ccc(F)cc2)cc(C(F)(F)F)n1)NCc1ccccc1	-8%	-3	-19%[59 µM]	14%	-5%	1%	2%[57.1 µM]	-7%	3%
COc1cc(OC)c(NC(=O)c2cc(S(=O)(=O)N3CCOCC3)cn2C)cc1Cl	21%	-5	/	10%	23%	3%	-5%	-10%	-9%
COc1cccc(CNC(=O)COC(=O)CN2C(=O)NC3(CCCCC3C)C2=O)c1 (stereo not drawn)	3%	-1	8%[12.7 µM]	49%[activator]	-7%	-8%	1%	-3%	-20%
CCOC(=O)C1CCCN(C2=NC(=O)/C(=C/c3ccc(OC)c(OC)c3)S2)C1 (stereo not drawn)	-39%	-5	13%	32%[activator]	-3%	0%	-11%	-15%	0%
CCn1c(SCC(=O)O)nnc1-c1ccc2[nH]c(C)c(C)c2c1	-5%	0	14µM*	-2%	?	0%	-16%	-36%	-9%
CC(C)(C)c1ccc(-c2nc(-c3ccncc3)no2)cc1	-11%	0	6%[59 µM]	58%[activator]	6%	-4%	31%	15%	2%
O=C1C=CC(=O)N1Cc1ccccc1	?	8	1.8µM*	?	11%	-16%	?	25µM*	-4%
CC1CCC2(CC1)NC(=O)N(CC(=O)Nc1cccc(C#N)c1)C2=O (stereo not drawn)	-1%	4	9%[59 µM]	29%	7%&37%	-11%	0%	2%	8%
CC(=O)c1ccc(NC(=O)COc2ccccc2-c2nc(-c3ccccc3)no2)cc1	8%	-1	?	12%	-25%	2%	-38%	-25%	0%
Cc1cc(C(=O)N/N=C\c2cc(C(C)(C)C)ccc2O)n[nH]1	2%	-6	?	19%	/	7%	-17%	-26%	18%
CCOc1ccc(CCNC(=O)COC(=O)c2cccc(S(=O)(=O)N3CCCCC3)c2)cc1OCC	-20%	-5	-8%	-5%	1%	4%	-4%	-29%	-5%

Only part of the results is shown; count on the stated rates, not on these rows.
